# MKP-3 inhibition = inhibition of rat DUSP6 enzyme activity – biochemical, in vitro, primary screen (AID 425); inhibition, % at 20 µM; hits with a dose series show IC50 in µM; recombinant MKP-3 phosphatase activity, fluorescence; higher % means a stronger effect; hit rate 0.17% among 110,000; in the data active = inhibition above about 50%;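 note: plate controls were vehicle for no effect and reference inhibitor for full effect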
# Hsp70 displacement = Hsp70 inhibitors, probe displacement, primary screen, biochemical, fluorescence polarization (AID 583); Hsp70 fluorescence polarization probe displacement, mP; higher % means a stronger effect; displacement, % at 20 µM; hits with a dose series show IC50 in µM; hit rate 0.06% among 140,000; in the data active = displacement above about 50%;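 note: plate controls were vehicle for no effect and reference ligand for full effect; a part of the inactive calls stands beside numbers as strong as those of hits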
# * = called active by the depositor; . = no result given; & = joins results of further samples. Only part of the results is shown. The share of hits here may be higher or lower than overall.
SMILES,MKP-3 inhibition,Hsp70 displacement
COc1cc2c(cc1NC(=O)C(c1ccccc1)c1ccccc1)CCCC2,.,-1.7%
O=C(NCc1ccccn1)C(=O)Nc1ccc(Oc2ccccc2)cc1,2%,-1.6%
CC(=O)N(c1ccc2oc(=O)sc2c1)S(=O)(=O)c1cccs1,-5%,5.1%
O=C(NCc1ccccc1)C12CC3CC(CC(C3)C1)C2,.,-1.1%
COc1cc(C=C2C(=O)NC(=O)NC2=O)ccc1OCCO,-2%,2.2%
CC(=O)NC1=NC(=O)/C(=C\c2cccs2)S1,3%,-0.5%
Fc1ccc(Cn2nnnc2CN2CCc3ccccc3C2)cc1,1%,-1.3%
CCN1C(=O)/C(=C/c2cn(-c3ccccc3)nc2-c2cc3ccccc3n2C)SC1=S,4%,-20%
CCOc1ccc(/C=N/Nc2ccccn2)cc1,0%,2.0%
COc1ccc(CN(C(=O)c2oc3ccccc3c2C)C2CCS(=O)(=O)C2)cc1 (centres undefined),-8%,2.4%
CC(=O)c1ccc(Nc2cc(C)nc3ncnn23)cc1,0%,2.7%
COCCn1c(C)cc(C(=O)COC(=O)CCN2C(=O)c3ccccc3C2=O)c1C,8%,1.1%
O=C1CCCc2c1cc(C(=O)Nc1ccc(Cl)cn1)c(=O)n2-c1ccccc1,-14%,-3.0%
CCN(CC)c1nc(C#N)nc(N(CC)CC)n1,-1%,-4.5%
CCOC(=O)c1[nH]nc2c1C(=O)N(c1cccc([N+](=O)[O-])c1)C2=O,3%,-4.3%
Cc1ccc(C(=O)N/C(=C\c2ccco2)C(=O)Nc2ccccc2C)cc1,1%,-11%
O=C(/C=C/c1ccc(F)cc1)Nc1cccc(Br)c1,4%,-3.1%
CCC(CC)c1nnc(NC(=O)CS(=O)(=O)Cc2ccccc2)s1,.,-2.4%
Oc1ccccc1C(=S)N1N=C(c2ccccc2)CC1(O)C(F)(F)F (centres undefined),-2%,-22%
C/C(=N\NC(=O)c1cccc([N+](=O)[O-])c1)c1ccncc1,-1%,-3.9%
Cc1cc(C=C2C(=O)c3ccccc3C2=O)c(C)n1-c1cccc([N+](=O)[O-])c1,2%,-2.2%
CC(=O)NCCN=Cc1sc2ccccc2c1O,-2%,1.9%
CN1CCN(CCC(=O)Nc2ccc(OCc3ccccc3)cc2)CC1,4%,-4.6%
Cn1cnnc1SCC(=O)N1c2ccccc2-c2c(ssc2=S)C1(C)C,-2%,1.3%

# Molecules above containing nitrogen in an aromatic ring (13):
SMILES,MKP-3 inhibition,Hsp70 displacement
O=C(NCc1ccccn1)C(=O)Nc1ccc(Oc2ccccc2)cc1,2%,-1.6%
Fc1ccc(Cn2nnnc2CN2CCc3ccccc3C2)cc1,1%,-1.3%
CCN1C(=O)/C(=C/c2cn(-c3ccccc3)nc2-c2cc3ccccc3n2C)SC1=S,4%,-20%
CCOc1ccc(/C=N/Nc2ccccn2)cc1,0%,2.0%
CC(=O)c1ccc(Nc2cc(C)nc3ncnn23)cc1,0%,2.7%
COCCn1c(C)cc(C(=O)COC(=O)CCN2C(=O)c3ccccc3C2=O)c1C,8%,1.1%
O=C1CCCc2c1cc(C(=O)Nc1ccc(Cl)cn1)c(=O)n2-c1ccccc1,-14%,-3.0%
CCN(CC)c1nc(C#N)nc(N(CC)CC)n1,-1%,-4.5%
CCOC(=O)c1[nH]nc2c1C(=O)N(c1cccc([N+](=O)[O-])c1)C2=O,3%,-4.3%
CCC(CC)c1nnc(NC(=O)CS(=O)(=O)Cc2ccccc2)s1,.,-2.4%
C/C(=N\NC(=O)c1cccc([N+](=O)[O-])c1)c1ccncc1,-1%,-3.9%
Cc1cc(C=C2C(=O)c3ccccc3C2=O)c(C)n1-c1cccc([N+](=O)[O-])c1,2%,-2.2%
Cn1cnnc1SCC(=O)N1c2ccccc2-c2c(ssc2=S)C1(C)C,-2%,1.3%

# The list continues:
SMILES,MKP-3 inhibition,Hsp70 displacement
O=C(CCSCCC(=O)N1CCCC1)N1CCCC1,0%,1.6%
Brc1ccc(-c2nnc(-c3ccc4c(c3)OCO4)o2)o1,-12%,-3.0%
C/C(=N\NC(=O)c1ccc(C(C)(C)C)cc1)c1ccc(C)o1,0%,-3.5%
CCOC(=O)c1c(NC(=O)COC)sc(C(C)=O)c1C,3%,0.3%
Nc1ccc2nc(SCCOc3ccccc3)sc2c1,2%,2.5%
COC(=O)C1=C(C)NC(=S)NC1c1cccs1 (centres undefined),4%,-2.0%
CCC(C)c1ccc(OCCn2cc(/C=N/NC(=O)CSc3nnc(C)s3)c3ccccc32)cc1 (centres undefined),.,-2.0%
C=CCOc1cccc(/C=N/NC(=O)CC(=O)NC2CCCCC2)c1,0%,3.3%
O=C(OCn1ncc(Br)c(Br)c1=O)c1ccc(F)cc1,.,5.5%
Cc1cc(C)n(C(=O)c2ccc(S(=O)(=O)NCC3CCCO3)cc2)n1 (centres undefined),-3%,-0.4%
O=C(Cn1ncc2c3ccccc3n(Cc3ccccc3)c2c1=O)N1CCN(c2ncccn2)CC1,.,2.8%
COc1ccccc1C(c1nnnn1CS(=O)(=O)c1ccc(C)cc1)N1CCSCC1 (centres undefined),-10%,-4.2%
CCn1c2ccccc2c2nnc(SCC(=O)NC(C)c3ccccc3)nc21 (centres undefined),0%,0.9%
Cc1nc2ccccc2c2oc(C(=O)NCCN3CCCCC3C)cc12 (centres undefined),-6%,4.2%
CCOc1cc2[nH]c(=S)n(CCCN3CCCC3=O)c(=O)c2cc1OCC,4%,-0.6%
COc1ccc(Br)cc1/C=C/C(=O)Nc1c(C)cccc1C,3%,-4.3%
O=C1/C(=C/c2ccc([N+](=O)[O-])cc2)SC(=S)N1c1ccc(F)cc1,0%,5.1%
CCc1ccc(N2NC(=O)/C(=C/c3ccc(-c4ccc(S(N)(=O)=O)cc4)o3)C2=O)cc1,2%,-3.9%
COC(=O)CN1C(=O)CC(C)(C)Sc2ccccc21,-2%,1.0%
Nc1ccc(-c2cnc(-c3ccc(N)cc3)nc2)cc1,-13%,-5.2%
O=C(NC(C(=O)N1CCCCC1)=C1CCCCC1)c1ccccc1,0%,-0.3%
O/N=C\c1ccc(-c2ccc(Cl)c(Cl)c2)o1,3%,1.4%
Cc1ccc(-c2nc(NC(=O)CSc3nnnn3-c3ccccc3)ns2)cc1,2%,6.7%
Cc1ccc2ncnc(NCCC(=O)O)c2c1,.,3.2%
Cc1nc2oc3c(NCc4ccccc4)ncnc3c2c2c1COC(C)(C)C2,-11%,-0.8%
CCCSc1nc2sc3c(c2c(=O)n1-c1ccc(C)cc1)CCN(Cc1ccccc1)C3,5%,-5.7%
Cc1cc(C)n(-c2nc3ccccc3c(=O)n2OCC(=O)Nc2c(C)cccc2C)n1,-3%,-3.4%
COc1ccccc1N1CCN(C(=O)Cn2nnc(-c3cccs3)n2)CC1,-2%,0.8%
CC1CCN(C(=O)CN(c2cccc([N+](=O)[O-])c2)S(=O)(=O)c2ccccc2)CC1,0%,-2.4%
COC(=O)c1sccc1NC(=O)c1ccc2c(c1)OCO2,-4%&0%,0.9%
Cc1ccc(-c2noc(CCCOc3ccc(Cl)cc3Cl)n2)cc1,.,-2.6%
CCCCCCn1c(N2CCC(C)CC2)nc2c1c(=O)[nH]c(=O)n2C,-13%,-1.5%
Cc1n[nH]c(C)c1CCC(=O)N/N=C/c1ccc(O)cc1O,3%,2.9%
Cc1cc(C)n(-c2ccc(C(=O)OCC(=O)Nc3ccc(S(=O)(=O)N4CCOCC4)cc3)cc2)n1,-1%,-0.2%
Cc1ccnc(NC(=O)C2CCCN(S(=O)(=O)c3cnc[nH]3)C2)c1 (centres undefined),-8%,4.3%
Cc1ccc(C)c(NC(=O)CSc2nc3ccccc3o2)c1,3%,-2.5%
COc1ccc(-c2nc3c(n2O)CCC/C3=N\O)cc1,-5%,0.3%
OC(CNCc1ccco1)Cn1c2ccccc2c2ccccc21 (centres undefined),-2%,-4.3%
O=C(c1ccccc1)c1cccn1CC(=O)N1CCCCCC1,-2%,-2.2%
CC(=O)OCc1nc2ccccc2s1,.,3.1%
COCCCNC(=O)CCN1C(=O)COc2ccccc21,2%,-5.6%
O=C(Cn1nnc(-c2ccccc2)n1)Nc1cccc([N+](=O)[O-])c1,3%,-9.4%
COc1ccc(CN(C(=O)CSc2nnc(-c3ccccc3F)o2)c2ccc(F)cc2)cc1,2%,0.1%
Cn1cc(/C=C/c2nc3ccccc3c(=O)n2Cc2ccccc2)c2ccccc21,5%,-7.9%
Cc1ccc(-n2nc(C)c3c2OC(N)=C(C#N)C3c2ccccc2F)cc1 (centres undefined),-5%,2.6%
COc1cc(C=C2C(=O)NC(=O)NC2=O)ccc1OCCSc1ccc(C)cc1,6%,4.8%
O=Cc1ccc(OCc2ccc(F)cc2)cc1,-1%,1.6%
CCOc1ccc(S(=O)(=O)Nc2c(C)n(C)n(-c3ccccc3)c2=O)cc1,-3%,1.9%
CC1CCN(C(c2cccs2)c2nnnn2Cc2ccccc2)CC1 (centres undefined),.,17%
COc1ccccc1-c1ccc(NC2CCCCC2)nn1,-12%,2.7%
O=C(c1cccc(N2CCCC2=O)c1)N1CCN(c2ccccc2)CC1,-7%,-1.1%
CCCOc1cccc(C(=O)Nc2ccc(NC(=O)c3ccco3)c(OC)c2)c1,3%,2.8%
C=CCN1C(=O)/C(=C\c2cn(C)c3ccccc23)C(=O)NC1=S,2%,4.1%
Cc1ccc(C)c2c1[nH]c1ccc([N+](=O)[O-])cc12,.,4.6%
CC(C)Cn1c(CN2CCN(c3ccccc3F)CC2)nc2c1c(=O)[nH]c(=O)n2C,-1%,6.8%
O=C(COC(=O)c1cnccn1)NCCc1ccccc1,.,1.7%
CC(C)n1nc(C(=O)OCC(=O)c2c[nH]c3ccccc23)c2ccccc2c1=O,.,2.4%
COc1cc(NC(=O)Cc2ccccc2)cc(OC)c1,4%,4.7%
O=C(CSc1nnc(-c2ccccc2)n1Cc1ccco1)NCc1ccc2c(c1)OCO2,.,0.6%
O=C(CSc1n[nH]c(-c2ccccc2)n1)c1ccc(Br)cc1,-5%,0.0%

# New compounds follow:
SMILES,MKP-3 inhibition,Hsp70 displacement
Cc1nc(NC2=NCN(C3CCCCC3C)CN2)nc2ccccc12 (centres undefined),-3%,-3.0%
Cc1c(NC(=O)CCc2ccc(S(=O)(=O)N3CCOCC3)cc2)c(=O)n(-c2ccccc2)n1C,-12%,-2.7%
Nc1nc(-c2ccc(F)c(F)c2)cs1,-3%,1.2%
O=C(Cc1ccccc1)NCc1nc2ccccc2[nH]1,.,2.8%
O=c1[nH]cnc2scc(-c3cccs3)c12,3%,6.9%
O=C(Nc1ccc(Cl)cc1)c1ccccc1F,2%,-0.5%
CC(=O)OCc1c(F)c(F)c(-n2nc(C)cc2C)c(F)c1F,1%,-3.6%
COc1ccc2c(c1OC)C(=O)OC2Nc1cccc([N+](=O)[O-])c1 (centres undefined),3%,3.9%
C=CCn1c2ccccc2n2nc(C)c(C(=O)/C=C/c3ccccn3)c12,2%,-1.2%
O=C1CCCC2=C1C(c1ccncc1)Nc1ccccc1N2 (centres undefined),.,6.3%
O=C(Nc1ccccc1)N1CCC(C(=O)N2CCN(S(=O)(=O)c3cccc(F)c3)CC2)CC1,3%,1.8%
Cc1ccc(Cn2nnc3c(=O)n(Cc4cccc(C)c4)cnc32)cc1,.,6.1%
COc1cc(/C=C2\C(=O)NC(=O)N(c3ccc4c(c3)OCO4)C2=O)ccc1OCc1ccccc1F,3%,-0.5%
CCOC(=O)N1c2ccccc2C=CC1OCC (centres undefined),.,5.5%
CCCN(Cc1cc2ccc(C)cc2[nH]c1=O)C(=O)c1cccnc1,-7%,3.6%
COc1ccc(-c2nc(C#N)c(N3CCCCCC3)o2)cc1,2%,-5.1%
Nc1ccc(Cl)c(-c2nc3ccccc3s2)c1,0%,-1.5%
COc1ccccc1N1CCN(C(=O)c2cnn3c2NC(c2ccc(Br)cc2)CC3C(F)(F)F)CC1 (centres undefined),5%,-0.5%
Cc1cc(C)nc(N2CCC(C(=O)N3CCN(c4cc(Cl)ccc4C)CC3)CC2)n1,-1%,5.0%
CC(Oc1ccccc1)C(=O)Nc1ccc(I)cc1 (centres undefined),3%,2.0%
CCOc1ccc(N2C(=O)CC(n3ccc(C)n3)C2=O)cc1 (centres undefined),.,4.6%
Cc1nc(Sc2nnnn2C)c2c3c(sc2n1)CCC3,2%,-0.1%
COc1ccc(Oc2ccc(-n3c(C)cc(C=O)c3C)cc2)cc1,4%,0.0%
CC(Sc1ccccc1)C(=O)Nc1cccc(N(C)S(C)(=O)=O)c1 (centres undefined),-14%,1.4%

# Compound profiles (already shown). Order of screens: MKP-3 inhibition	Hsp70 displacement
# Profile of `CCOC(=O)N1c2ccccc2C=CC1OCC` (centres undefined) → .	5.5%
# Profile of `COc1ccc(-c2nc(C#N)c(N3CCCCCC3)o2)cc1` → 2%	-5.1%
# Profile of `CCCN(Cc1cc2ccc(C)cc2[nH]c1=O)C(=O)c1cccnc1` → -7%	3.6%
# Profile of `Cc1cc(C)nc(N2CCC(C(=O)N3CCN(c4cc(Cl)ccc4C)CC3)CC2)n1` → -1%	5.0%
# Profile of `COc1ccccc1N1CCN(C(=O)c2cnn3c2NC(c2ccc(Br)cc2)CC3C(F)(F)F)CC1` (centres undefined) → 5%	-0.5%

# (listing goes on)
SMILES,MKP-3 inhibition,Hsp70 displacement
O=C(CN(c1ccc(F)cc1)S(=O)(=O)c1ccccc1)NCCSc1ccccc1,2%,-2.0%
O=C(CC1(O)C(=O)Nc2ccccc21)c1ccccc1O (centres undefined),.,-0.1%
COC(=O)c1ccccc1NC(=S)NC(=O)c1ccco1,2%,2.9%
O=C(Nc1ccc2c(c1O)C(=O)c1ccccc1C2=O)c1ccccc1,-2%,0.6%
COC(=O)C1=C(C)NC2=C(C(=O)c3ccccc32)C1c1ccc(OCc2ccc(Cl)cc2Cl)cc1 (centres undefined),7%,1.2%
O=C(c1ccccc1)N1CCC(c2nc3c(nnn3Cc3ccccc3Cl)c(=O)[nH]2)CC1,.,-5.6%
O=[N+]([O-])c1ccc(O)c(-c2cc(C(F)(F)F)nc(-c3ccccc3)n2)c1,-1%,4.6%
COc1ccccc1-n1c(CNC(=O)c2ccco2)nnc1SCC(=O)Nc1cc(C)ccc1C,1%,7.4%
